# Screens deposited in PubChem BioAssay by Broad Institute.
# SIRT5 block = SIRT5 desuccinylase inhibitors, primary screen, biochemical, fluorescence imaging, single point, set 5 | NAD-dependent protein deacylase sirtuin-5, mitochondrial (Homo sapiens), Q9NXA8 | Purified SirT5, succinyl-peptide AMC, trypsin-coupled fluorescence | inhibition, % at 15 µM | 330,000 tested, 1.1% active | AID 652115, 2013; in the data active = inhibition above about 15%; inconclusive = no clear call, values can overlap the other calls
# Target sequence (Q9NXA8 whole entry, looked up): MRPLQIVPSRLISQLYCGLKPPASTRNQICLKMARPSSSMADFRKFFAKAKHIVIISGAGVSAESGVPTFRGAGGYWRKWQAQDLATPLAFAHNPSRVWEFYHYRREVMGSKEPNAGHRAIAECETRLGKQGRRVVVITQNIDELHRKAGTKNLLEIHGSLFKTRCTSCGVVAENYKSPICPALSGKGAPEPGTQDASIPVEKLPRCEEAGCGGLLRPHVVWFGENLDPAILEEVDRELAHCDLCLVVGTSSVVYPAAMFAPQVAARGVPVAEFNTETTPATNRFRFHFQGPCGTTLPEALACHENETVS
# LGR2 inh = inhibitors of bursicon-induced LGR2 CRE-luciferase signal, primary screen, cell-based, HEK293, CRE-luciferase reporter, bursicon stimulation | bursicon-stimulated, 4 h | inhibition, % at 9.99 µM | 380,000 tested, 0.35% active | AID 720647, 2013;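 active = drop in luminescence signal, shown as inhibition above about 50% in the replicate tests, limit read from the data, passing the limit was not always enough; inconclusive = probably only some replicates passing the limit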;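 also: agonist challenge used bursicon conditioned medium at about half maximal strength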
# C2C12 statin = suppressors of statin myotoxicity in C2C12 myotubes, primary screen, cell-based, single point, plate reader; C2C12 myotubes + simvastatin, ATP luminescence, 48 h; scaled: DMSO 0, geranylgeraniol control 100; rescue of ATP level, % at 7.49 µM; 330,000 tested, 0.78% active; AID 602340, 2012;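 active = mean ATP rescue above about 67%, or every replicate alone reaching that limit, limit read from the data, passing the limit was not always enough; inconclusive = no clear call, values can overlap the other calls; inactive = mean under the limit and some replicate under it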;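 also: myotubes were challenged with 10 µM simvastatin during compound exposure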
# Casp6 inh = human caspase-6 inhibitors, primary screen, biochemical, VEID-R110 fluorescence, single point, set 2; P55212; 350,000 tested, 0.53% active; inhibition, % at 12.5 µM; purified caspase-6, Z-VEID-R110 cleavage fluorescence;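 active = mean inhibition across replicates at least about 35%, with every replicate also reaching that limit, limit read from the data; inconclusive = only one of the two criteria met; inactive = neither criterion met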;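 also: 0% = median of neutral control wells and 100% = no fluorescence left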
# Target sequence (P55212 24-179 limits assumed): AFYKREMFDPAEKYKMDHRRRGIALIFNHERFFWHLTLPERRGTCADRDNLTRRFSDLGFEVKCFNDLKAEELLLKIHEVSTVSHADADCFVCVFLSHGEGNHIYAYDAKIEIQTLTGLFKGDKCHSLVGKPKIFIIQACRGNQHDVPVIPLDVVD
# Target sequence (P55212 194-293 limits assumed): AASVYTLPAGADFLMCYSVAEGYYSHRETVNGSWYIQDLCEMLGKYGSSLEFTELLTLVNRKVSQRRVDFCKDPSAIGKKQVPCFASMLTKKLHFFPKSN
# esBAF inh = Bmi1 luciferase reporter increase in mESCs, primary screen, esBAF inhibitor project, mouse ES cells, Bmi1 luciferase knock-in, single point; 24 h; 100% = twice the neutral-well signal; reporter increase, % at 12.5 µM; 350,000 tested, 2% active; AID 602393, 2012; in the data active = activation above about 40%; inconclusive = no clear call, values can overlap the other calls;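 also: 0% = median of the plate's neutral control wells and 100% = double that signal; a rise in the Bmi1 reporter signal indicates esBAF inhibition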
# FN deposit inh = inhibitors of fibronectin matrix deposition, primary screen, AH1F cells, Alexa488-fibronectin fluorescence, plate reader; 350,000 tested, 0.086% active; AH1F fibroblasts, overnight; inhibition, % at 12.6 µM; AID 743247, 2014;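 active = mean inhibition across replicates of 30% or more, regardless of how many single replicates reach that level; inconclusive = mean under 30% yet at least half of replicates reach 30%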;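 also: positive control wells lacked labelled fibronectin entirely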
#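 Material: AH1F fibroblast monolayer depositing Alexa488-labelled fibronectin into matrix | Input: 10000 AH1F cells/well | Medium: DMEM plus 2% serum, read in PBS | Reagent: Alexa488-fibronectin, 24 nM final in well | Compound dosing: One dose per compound, pinned | Schedule: 1 h adhesion, overnight exposure | Measured by: Fluorescence at 485 nm excitation, 525 nm emission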
# S100A4 inh HTS = inhibitors of S100A4-myosin IIA peptide binding, primary screen, biochemical, fluorescence polarization, TAMRA-MyoIIA peptide; inhibition, % at 10.7 µM; Protein S100-A4 (Homo sapiens), P26447; 360,000 tested, 0.14% active;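 active = mean inhibition of at least 70% across replicates, with every replicate also reaching that level; inconclusive = mean inhibition reaches 70% but some replicates fall short; inactive = mean inhibition below 70%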
# Target sequence (P26447 whole entry, looked up): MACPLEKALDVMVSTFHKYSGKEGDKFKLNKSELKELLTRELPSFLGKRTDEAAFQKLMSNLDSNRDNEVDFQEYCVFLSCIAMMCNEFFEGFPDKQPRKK
#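 Test system: S100A4 monomer protein. Medium: HEPES buffer with Ca2+, pH 7.2. Reagent: fluorescent myosin IIA peptide, 5 nM. Compound dosing: single-point compound testing. Timing: 5 min between mix addition and reading. Benchmarks: DMSO neutral and TFP positive wells.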
# * marks the source's active call; other numbers are inactive results; u = inconclusive; x = no result given; & = joins results of further samples; ! = not confirmed by another sample.
# The line under a structure holds: SIRT5 block	LGR2 inh	C2C12 statin	Casp6 inh	esBAF inh	FN deposit inh	S100A4 inh HTS
1) CCn1c(SCc2nc3ccccc3[nH]2)nnc1-c1cccnc1
    x	8	47	x	-2	0	x
2) CCCNC(=O)N1CCC2(CC1)CN(C(=O)NC1CCCC1)[C@@H](CO)c1[nH]c3cc(OC)ccc3c12
    5	14	x	4	x	x	28
3) CCCc1cc(=O)oc2c(C)c(OCC(=O)NC3CC(C)(C)NC(C)(C)C3)ccc12
    -2	-22	-4	-2	-11	-2	-1
4) CCN(CC)CCC(c1cc(OC)c(OC)c(OC)c1)c1c(OC)cc(OC)c2c(-c3ccccc3)cc(=O)oc12 (stereo not drawn)
    -3	7	-42	6	3	9	1
5) CN1C(=O)c2cc(NC(=O)C3CC3)ccc2OC[C@@H]2O[C@H](CC(=O)NC3CCC3)CC[C@H]21
    2	-26	-2	1	2	5	7
6) CCN(Cc1ccccc1)C(=O)CSc1nc(C)cc(C)c1C#N
    0	-6	5	2	-12	6	-5
7) CC1=C(C(=O)N(C)C)CC(CC(=O)NC2CCCC2)C(=O)N1CCCN1CCCC1=O (stereo not drawn)
    -1	1	10	4	3	-11	-2
8) O=C(CNS(=O)(=O)c1cccc2nsnc12)NCc1ccc(Cl)cc1
    x	x	2	x	1	-4	x
9) CN(C)C(=O)C[C@@H]1CC[C@H]2[C@@H](COC[C@@H](O)CN2CC2CCCC2)O1
    2	-10	5	2	2	-7	2
10) O=C(CCNC(=O)c1ccc(Br)cc1)Nc1cccc(S(=O)(=O)N2CCCCC2)c1
    -6	-1	1	-3	9	-5	-7
11) Cc1cc(NC(=O)CCC(=O)N(Cc2ccco2)C2(C(=O)NC3CCCCC3)CCCC(C)C2)no1 (stereo not drawn)
    1	6	16	x	3	-1	-1
12) O=C(Nc1ccsc1C(=O)NC1CCCCC1)c1ccccc1
    x	x	-3	x	-2	13	x
13) O=C(CN1CCN(Cc2ccccc2)CC1)Nc1ccccc1-c1ccccc1
    -2	15	x	x	x	-1	-4
14) COc1ccc(C2=NOC(C(=O)N3CCN(c4ccccc4OC)CC3)C2)cc1 (stereo not drawn)
    12	16	-1	-2	1	5	6
15) COCC(=O)N1C[C@@H](C)[C@@H](OC)CN(C)C(=O)c2ccc(NC(=O)Nc3ccccc3)cc2OC[C@@H]1C
    1	11	-4	3	4	-4	-10
16) O=C(COc1ccc(F)cc1Br)Nc1ccccc1N1CCCC1
    -2	-12	-10	2	4	0	1
17) COC(=O)[C@H]1C[C@H](OC(=O)Nc2c(C)noc2C)[C@@]2(O)CN(S(=O)(=O)c3ccc(C)cc3)CC2[C@H]1C(=O)OC (stereo partly drawn)
    4	-13	-3	-1	1	9	-4
18) Cc1cccc(NC(=O)c2cc(=O)c3ccccc3o2)c1
    -3	-10	31	0	21	1	-4
19) CCn1cc(C(=O)OCC(=O)N(C)Cc2ccccc2)c(=O)c2ccc(C)nc21
    -1	-5	x	3	x	-6	1
20) CCCCCCCCN1C(=O)[C@@H](CC(=O)N2CCN(C(=O)C3CC3)CC2)C[C@@]2(C(=O)OC)C1=C[C@H](C(C)(C)C)O[C@@H]2C
    x	37	x	1	x	-5	1
21) CCN(CC)S(=O)(=O)c1c(OC)cc(C)c(Cl)c1C
    1	20	x	0	x	8	-3
22) COc1ccc(-c2cnc3c(c2)C(=O)N([C@@H](C)CO)C[C@@H](C)[C@H](CN(C)C(=O)Cc2cccnc2)O3)cc1
    8	-8	9	6	3	x	-5
23) COC(=O)c1ccc(NC(=O)c2ccccc2SC)cc1
    x	-35	-8	x	21	-1	7
24) CCCn1nc(C(=O)NCCN2CCOCC2)c2ccccc2c1=O
    x	x	-2	x	1	5	x
25) CN(Cc1ccccc1)c1ccc(C(CC(N)=O)NC(=O)c2ccc(Br)cc2)cc1[N+](=O)[O-] (stereo not drawn)
    -4	43	2	1	-2	2	-1
26) COc1cc(/C=N/Nc2ncnc3sc4c(c23)CCC4)ccc1O
    -8	-26	x	1	x	5	2
27) Cc1noc(C)c1NC(=O)Nc1ccc2c(c1)C(=O)N([C@H](C)CO)C[C@H](C)[C@H](CN(C)S(=O)(=O)c1cn(C)cn1)OCCCC[C@H](C)O2
    -1	2	x	-3	2	x	-1
28) COCc1[nH]nc2c1C1(CCC3(CC1)OCCO3)C(C#N)=C(N)O2
    x	x	0	x	1	-3	x
29) CCn1cc(CNC(=O)C2CCC(=O)N(CCc3cccc(F)c3)C2)cn1 (stereo not drawn)
    -3	-9	x	-2	x	2	2
30) COc1ccccc1NC(=O)CN1CCN(CC(=O)Nc2ccc(S(N)(=O)=O)cc2)CC1
    -2	-3	3	2	3	1	-4
31) CC(C)NC(=O)N1CC[C@H]2[C@@H]1c1cc(Br)ccc1N(C)[C@H]2CO
    1	2	-3	6	0	-34	2
32) CCOC(=O)N1CCN(C(=O)CSc2nnc(-c3ccc(C)c(C)c3)o2)CC1
    x	7	12	-1	3	0	-7
33) Clc1ccc(CN2CCN(c3ncccn3)CC2)cc1
    -3	9	-1	1	8	15	2
34) COc1ccc(N2CCN(C(c3ccco3)c3sc4nc(C)nn4c3O)CC2)cc1 (stereo not drawn)
    -4	-16	x	-1	x	12	1
35) Cc1ccc(NCSc2ccc(Cl)cc2)cc1
    x	-67	0	1	72*	-16	-1
36) Oc1ccccc1Oc1c(F)c(F)nc(N2CCCC2)c1F
    3	-18	13	7	-2	x	-2
37) Cc1ccc(NC(=S)NC(NC(=O)c2ccco2)C(Cl)(Cl)Cl)cc1 (stereo not drawn)
    x	x	8	x	4	-5	x
38) CCC(=O)Nc1cccc(C2=NOC3(C2)C[C@@H](C(N)=O)N(C(=O)c2ccccc2C(=O)c2ccccc2)C3)c1 (stereo partly drawn)
    x	4	-9	x	7	-1	x
39) Cc1ccc(/C=N/NC(=O)C(C)Oc2cccc3ccccc23)o1 (stereo not drawn)
    1	-1	0	-1	-1	x	-3
40) O=C(CCNC(=O)c1ccc(Br)o1)NCc1ccccc1Cl
    x	x	6	x	3	12	x
41) CN1CCN(c2ccc(S(=O)(=O)N3CCOCC3)cc2NC(=O)CC(C)(C)C)CC1
    -2	-11	1	-2	0	3	-16
42) CNC(=O)C[C@H]1CC[C@@H]2[C@@H](COc3ccc(NC(=O)Nc4cccc(F)c4)cc3C(=O)N2C)O1
    x	9	8	x	-2	1	x
43) CCCCn1c(N)c(N(CCOC)C(=O)C2CCN(c3ncnc4sc(C)c(C)c34)CC2)c(=O)[nH]c1=O
    0	5	-9	6	2	4	-1
44) CCC1NC(=O)c2cc3ccccc3cc2-n2c1nc1cc(F)ccc1c2=O (stereo not drawn)
    x	x	0	3	-3	-3	2
45) CCOc1ccc(NC(=O)CSC2=NCCN2)cc1
    -2	12	x	1	x	-8	-4
46) CSCCC(NC(=O)c1cccc(C)c1)C(=O)Nc1sccc1C(N)=O (stereo not drawn)
    -2	-9	14	5	1	0	-3
47) COC(=O)c1cc2occc2n1Cc1nc(-c2ccccc2C)oc1C
    -3	-2	19	0	-4	-1	-4
48) CCCCOc1ccc(C(C)NC(=O)CCS(=O)(=O)Cc2ccccc2Cl)cc1 (stereo not drawn)
    x	-15	-1	x	-5	-7	x
49) COc1ccc(CN(C)C[C@H]2OCCCC[C@@H](C)Oc3ccc(NS(=O)(=O)c4ccc(C)cc4)cc3C(=O)N([C@H](C)CO)C[C@H]2C)cc1
    3	4	x	0	-4	x	-19
50) Cc1snc(SCc2ccc(Cl)cc2)c1C#N
    -2	-24	x	0	x	-10	5
51) O=C(CSc1ccc(-c2ccccc2)nn1)N1CCCCC1
    -1	-26	-11	-1	u	0	-6
52) COCCN(C(=O)COC(=O)c1cccs1)c1c(N)n(Cc2ccccc2)c(=O)[nH]c1=O
    -5	0	2	3	-11	4	1
53) C=C(C)Cn1c(SCC(=O)O)nnc1-c1ccc(OC)cc1
    x	x	-7	x	3	-5	x
54) O=C(CCC(=O)OCc1cccc([N+](=O)[O-])c1)Nc1ccc(F)cc1
    0	2	x	0	x	0	2
55) COc1ccc(CN2CCNC(=O)C2CC(=O)NCc2cn[nH]c2-c2ccccc2)c(F)c1 (stereo not drawn)
    -3	8	20	5	-6	15	-3
56) CCc1nn2c(=O)c(S(=O)(=O)Nc3ccc(Cl)cc3)c(C)nc2s1
    -2	-2	x	2	-2	5	1
57) O=C1Nc2c(Br)cc(Br)c3cccc1c23
    3	7	x	2	x	4	0
58) O=C(CC(c1ccccc1)(c1ccccc1)c1ccccc1)N[C@@H](Cc1ccc(O)cc1)C(=O)O
    5	10	-2	-1	1	-6	-4
59) O=C(CSCc1ccc([N+](=O)[O-])cc1)NN=C1CCCCCC1
    -12	18	6	1	-4	x	-5
60) C[C@@H]1CN([C@@H](C)CO)C(=O)c2cc(NS(=O)(=O)c3ccc(Cl)cc3)ccc2O[C@@H](C)CCCCO[C@@H]1CN(C)C(=O)NC1CCCCC1
    1	10	x	0	15	-5	-15

# Continuation.
# The line under a structure holds: SIRT5 block	LGR2 inh	C2C12 statin	Casp6 inh	esBAF inh	FN deposit inh	S100A4 inh HTS
61) Cc1ccccc1OCc1nc2c3cnn(C)c3ncn2n1
    x	x	-8	x	66*	-10	x
62) Cc1ccc(C(=O)O)cc1NC(=S)NC(=O)c1ccc(-c2ccccc2)cc1
    1	-24	3	6	62*	-13	0
63) CCC(C)(C)NC(=O)C(c1ccc(C)cc1)N(CC1CCCO1)C(=O)CNC(=O)c1cccs1 (stereo not drawn)
    x	x	7	x	5	2	x
64) CCCC(=O)N1CCC2(CC1)CN(C(=O)C1CCC1)[C@H](CO)c1[nH]c3cc(OC)ccc3c12
    -3	-9	x	0	x	-13	12
65) Cc1ccc(S(=O)(=O)N2CCN(C(=O)CC(C)n3nc(C)c(Cl)c3C)CC2)cc1 (stereo not drawn)
    -1	-10	29	-3	2	4	-6
66) C[C@H](CO)N1C[C@H](C)[C@@H](CN(C)C(=O)NC2CCCCC2)Oc2ccc(NS(=O)(=O)c3cccs3)cc2C1=O
    16*!	-2&-6	-37&2	-2&1	-1&0	-2&-7	-1&0
67) CCc1cc(=O)oc2c3c(cc(OCC(=O)NCCCCCC(=O)O)c12)OC(C)(C)CC3
    -53	-1	-12	-6	1	-40	-6
68) Cc1cccc(OCc2nnc(SCC(=O)c3cccs3)n2C)c1C
    -5	-2	9	4	8	x	-3
69) COc1cccc(S(=O)(=O)N[C@H]2CC[C@@H](CCn3cc(-c4ccccn4)nn3)O[C@@H]2CO)c1
    2	2	-3	0	0	x	20
70) Cc1ccc(SCCNC(=O)c2ccc([N+](=O)[O-])c(C)c2)cc1
    1	-7	-6	0	-12	10	0
71) Cc1ccc(OCC(=O)NNC(=O)CCc2ccccc2)c(Br)c1
    0	-9	7	-3	2	0	-2
72) O=S(=O)(N[C@H]1CC[C@@H](CCn2cc(C3(O)CCCC3)nn2)O[C@H]1CO)c1ccc(Cl)cc1
    2	-21	17	1	2	x	-6

# Printed as active in SIRT5 block, of those listed so far:
item	mol	SIRT5 block	LGR2 inh	Casp6 inh	esBAF inh	S100A4 inh HTS
66	C[C@H](CO)N1C[C@H](C)[C@@H](CN(C)C(=O)NC2CCCCC2)Oc2ccc(NS(=O)(=O)c3cccs3)cc2C1=O	16*!	-2&-6	-2&1	-1&0	-1&0

# These rows are one share of the data (hit frequency here may not be typical).
